Screens deposited in PubChem BioAssay by several laboratories.
Fam108B counter: Fam108B inhibition, counter-screen for RBBP9 inhibitors; inhibition, % at 9.51 µM; hit rate 0.33% among 300,000; recombinant Fam108B, FP-Rh probe fluorescence polarization; AID 1947;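 active = inhibition above the screen mean inhibition plus 3 SD, computed separately per campaign, cut at about 18% in these data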;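 also: inhibitors lower polarization as less probe binds the enzyme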
VLA-4 inh: inhibition in a human VLA-4 binding assay. inhibition, % (about 7 µM as worked out from the volumes in the protocol). P13612. VLA-4 expressing cells, ligand binding flow cytometry. hit rate 0.2% among 330,000; in the data active = inhibition above about 50%
GRK2 aptamer HTS: human GRK2 inhibition via aptamer displacement | P25098 | bead flow cytometry, FAM-aptamer displacement from GRK2 | inhibition of aptamer binding, % at 10 µM | hit rate 0.59% among 330,000 | AID 488847;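 active = inhibition of aptamer binding above 40%, roughly 3 SD of noise, on plates passing a quality check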;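 also: median bead fluorescence of bound FAM aptamer so fluorescent compounds give negative values; no value below 0 was filed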
Bcl-xL primary: blocks human Bcl-xL binding to Bim BH3 peptide. Q07817. inhibition, % at 10.9 µM. hit rate 0.7% among 320,000. GST-Bcl-xL / FITC-Bim BH3 peptide fluorescence polarization;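 active = inhibition above the mean of all tested compounds plus 3 SD, cutoff set per campaign, cut at about 30% in these data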;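 also: 0% = DMSO wells and 100% = unlabeled Bim-BH3 peptide competitor; inhibitors lower millipolarization by displacing the labeled peptide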
Target sequence (Q07817 whole entry, looked up): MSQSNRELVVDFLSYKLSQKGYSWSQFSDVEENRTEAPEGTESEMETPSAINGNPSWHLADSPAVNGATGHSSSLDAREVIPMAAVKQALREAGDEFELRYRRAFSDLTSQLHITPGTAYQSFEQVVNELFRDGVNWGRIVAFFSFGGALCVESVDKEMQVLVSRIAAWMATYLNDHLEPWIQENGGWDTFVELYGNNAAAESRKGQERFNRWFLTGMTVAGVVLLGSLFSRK
MEX-5 binding: C. elegans MEX-5 TCR-2 RNA binding activity; Q9XUB2; MEX-5/FITC-TCR2 RNA binding, fluorescence polarization; active compounds read low; activity score (negative = inhibition of binding), % at 10 µM; hit rate 0.38% among 300,000; AID 1832;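 active = inhibition past about -25% in most replicates, and total fluorescence under double the plate's negative control median, limit read from the data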;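 also: 0% = DMSO and -100% = 5 µM competing unlabeled TCR2 RNA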
Target sequence (Q9XUB2 whole entry, looked up): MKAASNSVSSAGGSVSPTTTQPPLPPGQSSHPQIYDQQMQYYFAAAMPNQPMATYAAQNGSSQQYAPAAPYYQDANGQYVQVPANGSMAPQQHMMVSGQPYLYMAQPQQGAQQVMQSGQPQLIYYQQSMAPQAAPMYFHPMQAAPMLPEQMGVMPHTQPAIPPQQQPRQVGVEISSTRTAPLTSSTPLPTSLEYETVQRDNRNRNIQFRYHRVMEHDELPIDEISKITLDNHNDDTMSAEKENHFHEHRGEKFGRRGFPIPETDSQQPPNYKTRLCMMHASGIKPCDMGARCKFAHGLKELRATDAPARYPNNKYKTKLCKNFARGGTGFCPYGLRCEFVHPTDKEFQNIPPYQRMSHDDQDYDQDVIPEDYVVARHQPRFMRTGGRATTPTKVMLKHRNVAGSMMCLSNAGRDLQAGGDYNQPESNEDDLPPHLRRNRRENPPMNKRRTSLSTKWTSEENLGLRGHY
MCL1 BIM primary: inhibitors of human MCL1 binding to BIM-BH3 peptide; Q07820; GST-MCL1 / FITC-Bim-BH3 fluorescence polarization; inhibition, % at 10.9 µM; hit rate 0.68% among 320,000;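 active = inhibition above the mean inhibition of all tested compounds plus 3 SD, set per campaign, cut at about 40% in these data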;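 also: 0% = DMSO wells and 100% = unlabeled Bim-BH3 peptide control; higher means more loss of mP so more displacement of Bim peptide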
Efflux pump inh: antifungal efflux pump inhibition, Nile Red retention. hit rate 0.44% among 330,000. AID 485275. S. cerevisiae Candida pump triplex. inhibition, % at 10 µM;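 active = plate passing quality check with inhibition over a set limit, or well fluorescence over plate mean plus 4 SD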;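 also: Nile Red retained in pooled yeast measured as flow cytometry median fluorescence; 0% = buffer negative control and 100% = Enniatin B positive control; higher means more Nile Red kept so more efflux inhibition; some compounds called inactive have numbers as strong as hits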
PME-1 inh: blocks human protein phosphatase methylesterase 1; recombinant PME-1, FP-Rh probe fluorescence polarization; inhibition, % at 5.9 µM; hit rate 0.53% among 320,000;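 active = inhibition above the campaign mean of all compounds plus 3 SD, cut at about 26% in these data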;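 also: competitive labeling of PME-1 active site by serine hydrolase directed probe; 0% = PME-1 with DMSO and 100% = wells lacking PME-1 enzyme; inhibitors block probe labeling so polarization falls and inhibition rises; many of its hits are not listed in these tables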
Target sequence (Q9Y570 whole entry, looked up): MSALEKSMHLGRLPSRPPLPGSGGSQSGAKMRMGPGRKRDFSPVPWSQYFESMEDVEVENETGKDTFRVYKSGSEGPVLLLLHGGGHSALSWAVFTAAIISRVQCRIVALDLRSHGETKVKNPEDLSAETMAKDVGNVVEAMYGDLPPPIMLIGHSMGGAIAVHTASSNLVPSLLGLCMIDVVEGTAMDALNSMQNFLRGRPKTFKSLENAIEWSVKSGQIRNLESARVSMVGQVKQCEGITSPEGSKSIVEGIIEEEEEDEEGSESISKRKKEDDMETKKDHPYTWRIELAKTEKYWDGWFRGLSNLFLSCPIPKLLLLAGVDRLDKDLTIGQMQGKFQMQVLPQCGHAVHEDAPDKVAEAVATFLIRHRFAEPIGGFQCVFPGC
GLD-1 TGE inh: GLD-1-TGE RNA interaction inhibition (C. elegans); Q17339; purified GLD-1 + fluorescein TGE RNA, fluorescence polarization; inhibition, % at 5.96 µM; hit rate 0.44% among 320,000; AID 2280;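 active = percent inhibition above a per-plate cutoff, the plate mean of test compounds plus 3 SD, cut at about 30% in these data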;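 also: 0% = DMSO wells with GLD-1 and probe and 100% = wells lacking GLD-1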
Numbers without * were called inactive; / = no result given. These rows are one share of the data; count on the stated rates, not on these rows.

SMILES | Fam108B counter | VLA-4 inh | GRK2 aptamer HTS | Bcl-xL primary | MEX-5 binding | MCL1 BIM primary | Efflux pump inh | PME-1 inh | GLD-1 TGE inh
CCCCCNC(=O)Cn1c(=O)c2c(ncn2CC(C)C)n(Cc2ccccc2)c1=O | -3 | -1 | 2 | -3 | -1.5 | -1 | 0.1 | 0 | 3
C=CCn1cnc2c(nnn2-c2cc(C)cc(C)c2)c1=O | 2 | 8 | 0 | 9 | 1.0 | 3 | 0.0 | 3 | 4
CC(=O)Nc1ccc(S(=O)(=O)NNC2=NS(=O)(=O)c3ccccc32)cc1 | -1 | -4 | 0 | 2 | -2.9 | 3 | -0.3 | -7 | 0
CC(C)=CCc1c(O)c(CC=C(C)C)c2c(c1O)-c1cc(O)c(O)cc1CC2 | 2 | 44 | 3 | 22 | -5.2 | 55* | 0.3 | 11 | 10
COc1cc(/C=N/NC(=O)c2ccccn2)ccc1OC(=O)c1ccccc1Br | -8 | -11 | 3 | 2 | -2.1 | 9 | -0.2 | -12 | 7
CC(=O)N(C)c1ccc(NS(=O)(=O)c2cc(Cl)ccc2Cl)cc1 | -2 | 0 | 0 | 1 | -2.5 | -7 | 0.0 | 12 | 3
Cc1sc2ncnc(SCC(=O)N(C(C)C)C(C)C)c2c1C | -3 | 0 | 0 | 6 | 3.6 | -2 | 0.0 | 2 | 5
CCSc1nnc(-c2ccc(OC)cc2)o1 | -8 | 9 | / | 7 | -0.6 | 9 | -0.1 | -2 | -3
COc1ccccc1NC(=O)CNC(=O)c1ccccc1 | 7 | 7 | 0 | 4 | 0.8 | 7 | -0.1 | 3 | 1
COc1ccc(OC)c(S(=O)(=O)N2CCN(c3ccc(F)cc3)CC2)c1 | / | 1 | 1 | / | -0.2 | / | -0.1 | / | /
CC(=O)c1ccc(Nc2ccc(-c3ccccc3F)nn2)cc1 | -1 | -7 | 0 | 4 | -1.9 | 2 | 0.2 | -14 | -6
COC(=O)c1ccc(COc2ccc(C=O)cc2OC)o1 | 3 | 6 | 3 | 0 | -1.4 | 2 | -0.3 | -2 | 3
O=[N+]([O-])c1ccc(/C=C2\CCC(C3=CCCC3)=C2N2CCOCC2)cc1 | 2 | -33 | 10 | -13 | 1.8 | -35 | 0.5 | 3 | -12
CCn1c(COc2cccc(C)c2)nnc1SCC(=O)Nc1cccc(C(=O)OC)c1 | 5 | 10 | 0 | 3 | 0.8 | 0 | 0.2 | -2 | 2
O=S(=O)([O-])CCC[N+]1(CC#Cc2ccccc2)CCCCC1 | -3 | 7 | 0 | 3 | -0.3 | 4 | 0.3 | -1 | -3
Cc1cccc(N=C2NC(=O)/C(=C/C=C/c3ccco3)S2)c1 | 6 | 8 | 2 | -10 | 2.9 | -16 | 0.7 | 18 | -6
Cc1ccc(Nc2cnn(C34CC5CC(CC(CC(=O)O)(C5)C3)C4)c(=O)c2Cl)cc1C | 1 | 2 | 0 | -2 | 0.6 | -3 | -0.1 | 1 | -7
COc1ccccc1-c1cc(C(F)(F)F)nc(S(=O)(=O)CCCC(=O)NC(C)C)n1 | -4 | 41 | 0 | 6 | 0.2 | 1 | 0.1 | -3 | 1
O=C(Oc1cccc(OC(=O)N2CCCCC2)c1)N1CCCCC1 | -1 | 0 | 2 | 8 | 2.3 | 7 | 0.0 | 5 | -8
CCCNC(=O)CN(c1ccc(F)cc1)S(=O)(=O)c1ccc2c(c1)OCCO2 | 10 | 6 | 0 | 3 | 4.6 | 6 | 0.0 | 7 | -1
O=C(COc1ccc(F)cc1Br)N1CCN(c2ncccn2)CC1 | -4 | 2 | 2 | 7 | 2.0 | -2 | -0.1 | -7 | -3
COc1ccccc1NC(=O)Cn1cnc2sc(C(=O)Nc3ccc(OC)c(OC)c3)c(C)c2c1=O | -5 | 11 | 0 | 4 | 0.3 | 0 | 0.0 | 0 | -5
CSc1nc2c(c(=O)n1-c1ccc(C)cc1)SCC2 | 0 | -23 | 2 | 8 | 0.8 | 0 | -0.3 | 2 | 3
Cc1occc1C(=O)N/N=C/c1cccs1 | 6 | -9 | 1 | -1 | -0.4 | 5 | 0.0 | -8 | -1
CCC(=O)Nc1ccc(C(=O)CSc2nc3ccccc3[nH]2)cc1 | -5 | -3 | 5 | -3 | -0.8 | -5 | 0.2 | -4 | 0

Going on with the list.
SMILES | Fam108B counter | VLA-4 inh | GRK2 aptamer HTS | Bcl-xL primary | MEX-5 binding | MCL1 BIM primary | Efflux pump inh | PME-1 inh | GLD-1 TGE inh
CC1CCCC(NC(=O)C2COc3ccccc3O2)C1C (stereo not drawn) | / | 3 | 0 | 4 | / | 4 | 0.0 | -3 | 2
CN(C(=O)COc1ccccc1)c1nc(-c2ccc(F)cc2)cs1 | 3 | 25 | 0 | 0 | 1.0 | -4 | -0.1 | 2 | 3
C=CCSc1nc2c(cc1C#N)CCC2 | -3 | 9 | 3 | -1 | -0.8 | 1 | -0.1 | -1 | 1
COc1ccc(C2CC23N=C(c2ccccc2)OC3=O)cc1 (stereo not drawn) | 3 | 11 | 5 | 2 | -1.3 | 4 | -0.1 | 11 | 3
Cc1ccc(N2C(=O)N(CC(=O)Nc3cc(Cl)ccc3C)C(=O)C2C)cc1 (stereo not drawn) | -4 | 5 | 0 | 1 | 0.4 | 1 | -0.1 | -3 | 7
Cc1cccc2cc(CN(Cc3nnnn3Cc3ccccc3)C3CCCC3)c(=O)[nH]c12 | 3 | 6 | 1 | 9 | 2.7 | -2 | 0.0 | 8 | 3
O=C(c1ccc([N+](=O)[O-])cc1[N+](=O)[O-])N1CCCC1 | 0 | -8 | 2 | 2 | 2.1 | 7 | 0.0 | 4 | -9
COc1cc(OC)c(S(=O)(=O)Nc2ccc(C(=O)O)cc2)cc1S(=O)(=O)Nc1ccc(C(=O)O)cc1 | 1 | 5 | 0 | 7 | -5.7 | 8 | -0.1 | 1 | 0
CC(C)COCc1ccc(O)c2ncccc12 | 3 | 13 | 0 | 5 | -1.0 | 11 | 0.0 | -3 | 1
C=CC[C@@H](Cc1ccc(F)cc1)C(=O)OC[C@H]1CCCN1C(=O)[C@H](CC=C)CC(=O)N(CCO)Cc1ccccc1 | / | 15 | 1 | / | / | / | 0.2 | / | 0
CCCOC(=O)c1c(NC(=O)CCCn2nc([N+](=O)[O-])c(Cl)c2C)sc(C(=O)OC)c1C | -1 | -19 | 0 | 0 | 1.9 | 6 | -0.3 | 10 | -5
CC(=O)Nc1ccc(S(=O)(=O)NCCC(=O)Nc2ccc(C)c(Cl)c2)cc1 | 0 | 4 | 0 | 5 | -1.1 | 4 | 0.2 | -3 | -2
CN(C)S(=O)(=O)c1ccc(Cl)c(C(=O)Nc2ccc(S(=O)(=O)N3CCOCC3)cc2)c1 | 0 | -6 | 1 | -4 | -3.5 | -10 | -0.3 | 7 | -1
O=C(Cn1cnc2c(oc3ccccc32)c1=O)c1ccccc1 | -2 | 27 | 1 | 7 | 0.6 | 6 | 0.0 | -2 | 4
Cc1cc(C(=O)NCc2ccc(C(=O)O)o2)c(C)o1 | 1 | 10 | 9 | 12 | -6.3 | 15 | 0.0 | -5 | 10
COc1ccc(C23CC4CC(CC(C4)C2)C3)cc1C(=O)NCCN(C)C | 3 | 2 | 0 | 10 | 0.2 | 11 | 0.1 | -1 | 0
CCOC(=O)c1cc2sccc2n1CC(=O)O | 1 | 8 | 2 | 2 | 1.1 | 0 | 0.0 | -2 | 5
CCN(CC)C1CC(=O)N(c2ccc(Br)cc2)C1=O (stereo not drawn) | -3 | 28 | 2 | 3 | 1.6 | -9 | 0.1 | 3 | -3
CCOC(=O)N1CCC(N2Cc3cccc(C(=O)N4CCN(c5cccc(Cl)c5)CC4)c3C2=O)CC1 | 2 | -11 | 3 | 4 | 0.4 | 5 | 0.0 | 7 | -6
Cc1cc(NC(=O)CSc2nnc(C3CC3)n2N)c([N+](=O)[O-])cc1C | 3 | 7 | 0 | -4 | 0.5 | 2 | -0.1 | 0 | 3
COc1cc(C(=O)Nc2ccc(S(=O)(=O)Nc3nccc(C)n3)cc2)c([N+](=O)[O-])cc1OC | 2 | -2 | 1 | 5 | -0.9 | 4 | -0.2 | -1 | -3
CC(=O)Nc1ccc(S(=O)(=O)N2CCC(C(=O)NCCc3c[nH]c4ccccc34)CC2)cc1 | / | 0 | 0 | / | 1.5 | / | 0.1 | / | /
CC(C)(C)Nc1ncnc2sc(-c3ccccc3)cc12 | -2 | 0 | 4 | 1 | -1.7 | 4 | 0.3 | 0 | 1
CCOC(=O)N1CCN(C(=O)c2ccc3oc(CCCc4ccccc4)nc3c2)CC1 | 0 | -4 | 0 | -2 | 0.2 | -1 | 1.2 | 4 | 3
CCOc1ccccc1N(C)C(=O)c1sc2ncn(CC(=O)N3CCCCC3C)c(=O)c2c1C (stereo not drawn) | 3 | -1 | 1 | 3 | -0.8 | 3 | 0.0 | -3 | 0

The list goes on.
SMILES | Fam108B counter | VLA-4 inh | GRK2 aptamer HTS | Bcl-xL primary | MEX-5 binding | MCL1 BIM primary | Efflux pump inh | PME-1 inh | GLD-1 TGE inh
Cc1noc(C)c1CSc1nc2ccccc2c(=O)n1-c1ccc(F)cc1F | 3 | -7 | 1 | 0 | -1.5 | 6 | -0.1 | -5 | 2
CCOc1ccc(OCC)c2sc(C)nc12 | 7 | -13 | 0 | 0 | -0.6 | 6 | -0.1 | 0 | -1
CC(C(=O)NCC1(c2ccccc2)CCOCC1)N1CCOCC1 (stereo not drawn) | 3 | 14 | 0 | 1 | 0.8 | -2 | -0.1 | 1 | 1
CCc1onc(C)c1C(=O)Nc1cc(C)ccc1OC | 5 | 1 | 1 | 0 | 0.0 | 2 | 0.1 | -8 | -1
COc1ccc(CN(CC(=O)NCc2ccco2)C(=O)CCC(=O)Nc2nccs2)cc1 | -5 | 3 | 1 | -4 | -1.3 | -5 | 0.1 | 3 | -7
CC(C)CN(C(=O)c1cccc(S(=O)(=O)N2CCN(C)CC2)c1)C1CCS(=O)(=O)C1 (stereo not drawn) | -1 | 2 | 7 | -5 | -5.1 | -13 | 0.0 | 1 | 2
COc1ccc(/C=N/NC(=O)c2ccc(-c3ccccc3)cc2)cc1O | 3 | 2 | 0 | 0 | 2.0 | -5 | 0.0 | -2 | 0
OCCNc1nc(Nc2ccccc2Oc2ccccc2)nc(N2CCCC2)n1 | 3 | 1 | 4 | 3 | -0.1 | 2 | -0.1 | 0 | -6
CC1CCCCC1NC(=O)c1ccncc1 (stereo not drawn) | -1 | 14 | 2 | -4 | 2.9 | -2 | 0.0 | -1 | 3
COc1ccc(S(=O)(=O)Nc2ccc3oc4ncccc4c(=O)c3c2)cc1OC | -1 | 8 | 3 | 1 | -0.6 | -7 | 0.1 | 0 | 1
O=S(=O)(c1ccccc1Br)N1CCC(O)(c2cccnc2)CC1 | 2 | -6 | 2 | 6 | -1.0 | 3 | -0.2 | 4 | 9
COc1ccc(OC2C(=O)N(Cc3ccc4c(c3)OCO4)C2c2cccs2)cc1 (stereo not drawn) | -8 | 4 | 0 | 0 | 1.7 | 2 | 0.2 | 2 | -2
O=S(=O)(Nc1cccc(-c2cn3c(n2)SCC3)c1)c1cccs1 | -3 | 0 | 0 | -1 | -1.0 | 6 | 0.0 | 2 | 4
CCn1c(SCC(=O)NNC(=S)Nc2ccccc2)nnc1-c1ccc(Cl)cc1 | -7 | 11 | 2 | 6 | 0.0 | 12 | 0.0 | -2 | 1
